Source: PubChem BioAssay
STK33 kinase inh: inhibitors of purified STK33 kinase, primary screen, biochemical, ADP-Glo luminescence, homogeneous, cell-free; Serine/threonine-protein kinase 33 (Homo sapiens), Q9BYT3; MBP phosphorylation; inhibition, % at 10 µM; 320,000 tested, 0.073% active; AID 2661, 2010;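 active means inhibition at or above 25%, using the most active replicate where run in duplicate; inactive means inhibition below 25%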
Target sequence (Q9BYT3 whole entry, looked up): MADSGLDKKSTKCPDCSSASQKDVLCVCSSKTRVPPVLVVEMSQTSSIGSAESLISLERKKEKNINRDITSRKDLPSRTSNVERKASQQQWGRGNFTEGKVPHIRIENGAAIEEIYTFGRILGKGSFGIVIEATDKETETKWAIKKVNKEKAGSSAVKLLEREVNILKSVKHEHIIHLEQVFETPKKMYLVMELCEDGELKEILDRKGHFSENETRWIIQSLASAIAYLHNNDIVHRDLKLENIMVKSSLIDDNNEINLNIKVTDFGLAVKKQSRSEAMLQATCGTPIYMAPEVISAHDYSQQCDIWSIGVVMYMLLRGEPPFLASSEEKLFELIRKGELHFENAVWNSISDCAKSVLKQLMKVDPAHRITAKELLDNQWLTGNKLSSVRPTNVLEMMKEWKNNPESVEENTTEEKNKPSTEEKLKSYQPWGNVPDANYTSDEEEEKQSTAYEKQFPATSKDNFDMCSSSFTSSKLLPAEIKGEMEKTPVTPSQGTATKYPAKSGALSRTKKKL
CHT allo act: CHT positive allosteric modulators, primary screen, cell-based, membrane potential dye, choline EC20. High affinity choline transporter 1 (Homo sapiens), Q9GZV3. CHT-expressing cells; hits give high values; LV-AA mutant CHT in HEK293 cells. B-score at 10 µM. 310,000 tested, 0.49% active;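 active means initial fluorescence not abnormally high and integrated response B-score, plate-corrected, over 3 SD above library mean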
Target sequence (Q9GZV3 whole entry, looked up): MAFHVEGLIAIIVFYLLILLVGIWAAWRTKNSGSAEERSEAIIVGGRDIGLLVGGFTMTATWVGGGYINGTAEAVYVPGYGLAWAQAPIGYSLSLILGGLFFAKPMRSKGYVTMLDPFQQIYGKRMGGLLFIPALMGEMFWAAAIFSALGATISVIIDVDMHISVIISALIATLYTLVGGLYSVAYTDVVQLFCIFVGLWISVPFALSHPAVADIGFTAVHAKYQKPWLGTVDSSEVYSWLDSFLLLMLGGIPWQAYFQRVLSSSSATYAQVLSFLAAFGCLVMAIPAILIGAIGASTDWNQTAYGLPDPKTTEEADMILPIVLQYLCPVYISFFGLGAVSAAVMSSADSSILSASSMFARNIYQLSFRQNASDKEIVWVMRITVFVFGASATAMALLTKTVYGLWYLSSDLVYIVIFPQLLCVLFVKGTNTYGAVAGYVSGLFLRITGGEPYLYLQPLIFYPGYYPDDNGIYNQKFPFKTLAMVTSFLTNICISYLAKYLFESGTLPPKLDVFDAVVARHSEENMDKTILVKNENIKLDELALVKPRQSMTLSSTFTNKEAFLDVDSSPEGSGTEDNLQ
CHT inh: inhibitors of human choline transporter CHT; High affinity choline transporter 1 (Homo sapiens), Q9GZV3; CHT-expressing cells, membrane potential dye, choline response; hits give low values; B-score at 10 µM; 310,000 tested, 0.86% active; AID 488975, 2010;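 active means B-score over 3 SD under the library average, and starting fluorescence ratio not unusually high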;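 further: choline stimulus applied at its EC90 after an EC20 pre-addition; B-score computed on integrated fluorescence ratio after choline addition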
* = called active by the depositor; i = inactive; nt = not tested or not shown.

Preview, 4 compounds:
smiles	STK33 kinase inh	CHT allo act	CHT inh
COc1ccc(CNC(=O)CCC(=O)Nc2nnc(C(C)C)s2)cc1	0.1	i	i
O=C(CN1C(=O)/C(=C/c2ccc(F)cc2)SC1=S)N1CCN(CCc2ccccn2)CC1	0.3	i	i
COc1ccc(NC(=O)C2(c3ccc(NC(=O)c4ccc(OC(C)=O)cc4)cc3)CCCC2)cc1	-1.0	i	i
Cc1ccc2c(C)c(C(=O)NCCN3CCCC(O)C3)oc2c1C (stereo not given)	-3.0	i	i

The list itself, repeating the preview:
smiles	STK33 kinase inh	CHT allo act	CHT inh
COc1ccc(CNC(=O)CCC(=O)Nc2nnc(C(C)C)s2)cc1	0.1	i	i
O=C(CN1C(=O)/C(=C/c2ccc(F)cc2)SC1=S)N1CCN(CCc2ccccn2)CC1	0.3	i	i
COc1ccc(NC(=O)C2(c3ccc(NC(=O)c4ccc(OC(C)=O)cc4)cc3)CCCC2)cc1	-1.0	i	i
Cc1ccc2c(C)c(C(=O)NCCN3CCCC(O)C3)oc2c1C (stereo not given)	-3.0	i	i
Cn1c(=O)oc2cc(S(=O)(=O)N3CCC(C(=O)NCCc4ccccc4)CC3)ccc21	0.1	i	i
Cc1ccc2[nH]c3c(=O)n4c(nc3c2c1)SCC4	-0.6	i	i
CC1CC(C)CN(C(=O)Cn2ncc3c([nH]c4ccccc43)c2=O)C1 (stereo not given)	0.3	i	i
O=C(c1ccccc1CCc1ccccc1)N1CCN(c2ccccn2)CC1	0.9	6.5*	i
Cc1cccc(CN2CCc3c([nH]c4ccccc34)C2)c1	2.2	i	i
CCOc1cc(C(=O)NCc2ccncc2)cc(OCC)c1OCC	0.1	i	i
C=C(C)COc1ccc(-c2[nH]ncc2Oc2ccccc2OCC)c(O)c1	-0.7	i	i
CSc1ccc(C(=S)N2CCN(Cc3ccccc3)CC2)cc1	0.4	i	i
Cc1ccn2c(=O)nc(SCC(=O)NCc3ccccc3Cl)nc2c1	-1.3	i	i
COc1cc(OC)c(CN2CCN(c3ccc(F)cc3)CC2)cc1Br	-0.6	i	i
NC(=O)CSc1nc2ccccc2n1Cc1ccccc1F	0.2	i	i
COc1ccc(CNC(=O)COc2ccc(C(=O)c3ccc(F)cc3)cc2)cc1	-0.9	i	i
CSc1cccc(NC(=O)CNS(=O)(=O)c2ccccc2)c1	0.2	i	i
Cc1cccc(C)c1OC(=O)CN1C(=O)c2ccccc2C1=O	-1.3	i	i
O=C(Cn1nnc(-c2ccccc2F)n1)OCC(=O)c1ccccc1	-4.7	i	i
N=c1n(CCN2CCOCC2)c2ccccc2n1CC(O)COc1ccccc1 (stereo not given)	0.4	i	i
COc1ccc(S(=O)(=O)N2C(=O)/C(=C3\SC(N)=NC3=O)c3ccccc32)cc1	1.1	i	i
CSc1ccccc1NC(=O)c1cc(-c2cccnc2)nc2ccc(Br)cc12	-0.1	i	i
Cc1ccc(/C=N/NC(=O)CSc2nc3ccccc3n2Cc2ccc(Cl)cc2)o1	0.5	i	i
Cc1ccc(C)c(OCC(=O)N(Cc2nnc(-c3ccccc3Cl)o2)C2CC2)c1	nt	i	i
Cc1c(C(C)(C)O)[nH]c2ccc(C#N)cc12	0.5	i	i
Cc1cc2cc(CNC(=O)Nc3ccccc3)ccc2[nH]1	-1.0	i	i
CC(=O)Nc1ccc(N2C(=O)CCC2=O)cc1C	0.4	i	i
O=C(CN(C(=O)CNC(=O)c1cccs1)c1cccc(F)c1)NC1CCCCC1	-1.1	i	i
Cc1cc2ccccc2n1CCNC(=O)C1CCCC1	0.1	i	i
CCOC(=O)C1=C(C)OC(N)=C(C#N)C1c1ccc(C)o1 (stereo not given)	-4.3	i	i
Cc1c(Cl)cccc1NC(=O)CC1Oc2ccccc2NC1=O (stereo not given)	0.4	i	i
O=C(O)CNC(=O)/C(=C\c1ccco1)NC(=O)c1ccco1	-1.3	i	i
C/C(=N\NC(=O)c1nnn(-c2nonc2N)c1CN(C)c1ccccc1)c1cccnc1	0.1	i	i
COc1ccc(CN(C(=O)Cc2c[nH]c3ccccc23)C(C(=O)NC2CCCCC2)c2ccc(C)o2)cc1 (stereo not given)	-1.3	i	i
CCCC/C(O)=C1\C(=O)CC(C)(C)CC1=NCCCCCC(=O)O	-1.6	i	i
O=C(c1cccc(F)c1)N1CCC(N2CCCCCC2)CC1	-1.9	i	i
COc1ccc(OCC(=O)Nc2ccc(NC(=O)c3ccco3)cc2)cc1	0.9	i	i
CC(=O)N1CCN(c2ccc(NC(=O)c3ccc(Cl)cc3)cc2)CC1	-1.6	i	i
CCOc1cccc(-c2c(C(=O)N/N=C(\C)c3cccnc3)nnn2-c2nonc2N)c1	0.4	i	i
O=C(Nc1ccc2c(c1)OCO2)C1CCCN(S(=O)(=O)Cc2ccccc2)C1 (stereo not given)	-0.5	i	i
C=CC(C)n1c(Br)nc2c1c(=O)[nH]c(=O)n2C (stereo not given)	-1.5	i	i
CCN1C(=O)/C(=C\N2CCCc3ccccc32)SC1=S	-0.5	i	i
COc1ccc(NC(=O)CN(c2ccc(F)cc2)S(=O)(=O)c2ccccc2)c(OC)c1	-3.8	i	i
Fc1ccccc1NC(=S)NCCc1cccc(Cl)c1	-0.2	i	i
NC(=O)c1c(N)sc(=S)n1-c1ccccc1	-1.7	i	i
Cc1ccc(C(=O)Oc2cc(-c3ccccc3)no2)cc1	-0.4	i	i
Cc1ccc(/C=N\NC(=O)COc2ccc(C)cc2[N+](=O)[O-])cc1	-0.9	i	i
O=C(COc1ccc2ccccc2c1)N1CCCC1	-0.3	i	i
COc1ccc(CCN(CC(=O)NC2CCCC2)C(=O)CCC(=O)Nc2cc(C)on2)cc1OC	-0.7	i	i
NS(=O)(=O)c1cccc(NC(=O)Cc2ccc(Cl)c(Cl)c2)c1	-1.4	i	i
COc1ccc(-c2nnc3sc(CN4C(=O)c5ccccc5C4=O)nn23)cc1	0.1	i	i
CCOC(=O)/C(=C/c1c(C)n(C)c2ccc([N+](=O)[O-])cc12)C(C)=O	-0.4	i	i
O=C1c2cccc3cccc(c23)C(=O)N1c1ccncc1	-0.4	i	i
COc1ccc(NC(=O)CCNS(=O)(=O)c2cccc3nsnc23)c(OC)c1	0.0	i	i
Cc1cccn2c(=O)c(C=O)c(Nc3ccccc3)nc12	-0.5	i	i
Cc1ccc(C(=O)N2c3ccccc3OCC2C)cc1 (stereo not given)	-1.1	i	i
Cc1ccc(C(=O)Nc2ncccc2O)o1	-1.1	i	i
COc1cc(CNn2cn[nH]c2=S)ccc1OCC(=O)NC(C)(C)C	0.1	i	i
CCc1ccc(NC(=O)CCC(=O)N2CCSc3ccccc32)cc1	0.0	i	i
CC(=O)SCCC(=O)N1C(C)CCCC1C(=O)O (stereo not given)	-0.8	i	i

Other entries:
| SMILES | STK33 kinase inh | CHT allo act | CHT inh |
| --- | --- | --- | --- |
| Cc1c(F)cccc1NC(=O)c1ccc2c(c1)CCN2S(C)(=O)=O | -1.4 | i | i |
| CN(C(=O)COC(=O)c1cccc(F)c1)c1ccccc1 | -0.7 | i | i |
| CCCNC(=O)Cn1nc(C(F)(F)F)c2c1CCCC2 | -2.3 | i | i |
| COCCSc1nnc(NC(=O)c2ccc(NC(C)=O)cc2)s1 | -0.8 | i | i |
| Cc1nc2c(sc3nc(N4CCOCC4)c4c(c32)CC(C)(C)OC4)c(-c2ccccc2)c1C(=O)O | 0.9 | i | i |
| O=C(NCc1ccccc1)c1cc(S(=O)(=O)N2CCOCC2)ccc1F | 1.2 | i | i |
| O=C(C1=C[C@@H](c2csc3ccccc23)C[C@@H](OCc2ccc(CO)cc2)O1)N1CCN(Cc2ccc3c(c2)OCO3)CC1 | -0.9 | i | i |
| Cc1cccc(N(CC(=O)NCCSCc2ccccc2)S(C)(=O)=O)c1 | 0.3 | i | i |
| CC1(C)CC(=O)C=C(N2CCOCC2)C1 | 0.8 | i | i |
| CCOc1cc(/C=N/Nc2ncnc(Cl)c2N)ccc1O | 3.2 | i | i |
| COc1ccc(CN2CCC(CNC(=O)NC3CCCCC3)CC2)cc1 | -2.6 | i | i |
| Cc1ccc(C2=Nc3ccccc3SC(c3cccc([N+](=O)[O-])c3)C2)cc1 (stereo not given) | -0.7 | i | i |
| CC(=O)Nc1ccc(NC(=O)c2ccnn2C)cc1 | -1.1 | i | i |
| CC(=O)C1=C(O)C(=O)N(C)C1c1ccccc1[N+](=O)[O-] (stereo not given) | 12 | i | i |
| C/C(=N\NC(=O)c1ccc(Cl)cc1)c1ccccn1 | 0.2 | i | i |
| Cc1ncoc1C(=O)Nc1ccccc1-c1ccccc1 | 0.2 | i | i |
| O=C(N/N=C/c1ccccc1[N+](=O)[O-])c1ccc2c(c1)OCCO2 | 0.6 | i | i |
| O=C(C[n+]1ccc(C(=O)c2ccccc2)cc1)Nc1ccc(C(F)(F)F)cc1 | -0.7 | i | i |
| Cc1ccc(S(=O)(=O)c2ccc(Cl)cc2)cc1S(=O)(=O)N1CCOCC1 | 0.3 | i | i |
| CC(=O)c1sc(NC(=O)c2ccc(F)c(F)c2)nc1C | 0.0 | i | i |
| O=C(C[N+]1(CC#Cc2ccccc2)CCOCC1)c1ccccc1 | 0.1 | i | i |
| CN(C)c1ccc(N/C(=N\S(=O)(=O)c2cccs2)c2ccccc2)cc1 | -0.3 | i | i |
| O=C(NCC1CCCO1)c1onc(CSc2cccc3ccccc23)c1C(=O)O (stereo not given) | -0.2 | i | i |
| O=Cc1c(-c2ccccc2)nc2ccccn12 | -1.1 | i | i |
| CC1(C)Cc2c(sc3[nH]c(=S)n(Cc4ccco4)c(=O)c23)CO1 | -0.7 | i | i |
| CCOCC(=O)Nc1c(C)n(C)n(-c2ccccc2)c1=O | 0.1 | i | i |
| O=c1nccc(N/N=C/c2ccccc2)[nH]1 | 2.8 | i | i |
| CC(=O)NC1C(=O)N=C(SCC(=O)Nc2cccc(Cl)c2)NC1=O (stereo not given) | -0.7 | i | i |
| CN1C(=O)C(O)(CC(=O)c2ccccn2)c2cc(Br)ccc21 (stereo not given) | -1.5 | i | i |
| CCc1c(C)c(C#N)c2[nH]c3ccccc3n2c1=S | 2.2 | i | i |
| O=[N+]([O-])c1c(NCCO)cc(N2CCCCC2)c2nonc12 | -1.1 | i | i |
| Cc1cccc(N(C)C(=S)Oc2ccc3ccccc3c2)c1 | -0.7 | i | i |
| Cc1nc(NC(=O)c2ccccc2)sc1-c1csc(Nc2cccc(F)c2)n1 | 0.4 | i | i |
| CCN1CCN(Cc2c(C(=O)N/N=C(\C)c3ccc(Cl)cc3)nnn2-c2nonc2N)CC1 | -1.2 | i | i |
| COc1ccc(/C=N/Nc2nccnc2Cl)c(OC)c1 | 2.7 | i | i |
| COc1cccc(C(=O)NCc2ccc3[nH]c(C)cc3c2)c1 | -1.8 | i | i |
| CCCNC(=O)NC(=O)CSc1nnc(C)n1N | -1.2 | i | i |
| CCCCC(=O)NC(NC(=S)N1CCCCCC1)C(Cl)(Cl)Cl (stereo not given) | -0.4 | i | i |
| COc1ccccc1C(=O)Nc1c(C)cc(Br)cc1C | 0.2 | i | i |
| COc1ccc(OC)c2sc(NNC(=O)C3COc4ccccc4O3)nc12 (stereo not given) | -1.8 | i | i |
| Cc1cc(C)n(-c2cccc(F)n2)n1 | -0.7 | i | i |
| CN(C)c1ccc(C(CN)c2c[nH]c3ccccc23)cc1 (stereo not given) | -0.6 | i | i |
| CCN(CC(N)=O)S(=O)(=O)c1ccc(Br)cc1 | -1.7 | i | i |
| O=C(c1ccccc1F)N1CCCC(c2ccccc2)C1 (stereo not given) | -0.4 | i | i |
| COc1ccc(-c2cc(C)no2)cc1S(=O)(=O)NCCCN(C)Cc1ccccc1 | 0.9 | i | i |
| CCCC/C(O)=C/c1nc2ccccc2[nH]c1=O | 0.4 | i | i |
| Cn1c(CCN2CCN(c3ccccc3)CC2)nc2cc(NC(=O)c3ccco3)ccc21 | 0.3 | i | i |
| CCN(CC)S(=O)(=O)c1cc(Br)ccc1OC | -0.4 | i | i |

Looked up by compound from the entries so far:
| SMILES | STK33 kinase inh | CHT allo act | CHT inh |
| --- | --- | --- | --- |
| COc1ccc(-c2cc(C)no2)cc1S(=O)(=O)NCCCN(C)Cc1ccccc1 | 0.9 | i | i |
| Cc1cc(C)n(-c2cccc(F)n2)n1 | -0.7 | i | i |

Additional records follow:
| SMILES | STK33 kinase inh | CHT allo act | CHT inh |
| --- | --- | --- | --- |
| COc1ccc(OC)c(CNC(=O)C(C)n2nc(C)c3c(C)n(-c4ccccc4)nc3c2=O)c1 (stereo not given) | -0.5 | i | i |
| Cc1cc(NS(=O)(=O)c2ccc(NC(=O)Nc3ccc4c(c3)OCO4)cc2)no1 | 0.8 | i | i |
| CCCCCCCCCCCCCCCC(=O)OC/C=C(C)/C=C/C=C(C)/C=C/C1=C(C)CCCC1(C)C | -1.3 | i | i |
| NC(=O)CC1C(=O)N(c2ccccc2)C(=S)N1NC(=O)c1ccccc1 (stereo not given) | 1.6 | i | i |
| Cc1cc(C)c2[nH]c(O)c(N=NC(=O)c3cc4c(s3)CCCC4)c2c1 | 1.0 | i | i |
| CC(C)OCCCNC(=O)CN1C(=O)/C(=C/c2ccccc2F)Oc2ccccc21 | -0.4 | i | i |
| CCCCCn1c(CN2CCN(c3cc(Cl)ccc3C)CC2)nc2c1c(=O)[nH]c(=O)n2C | 0.1 | i | i |
| C/C(=C\c1ccccc1)C(=O)N1CCN(c2cccc(C(F)(F)F)c2)CC1 | -1.8 | i | i |
| O=C(COc1ccc(Br)cc1)NCCNC(=O)c1ccccn1 | -0.4 | i | i |
| CN(Cc1nc(-c2ccc(Cl)cc2)no1)C(=O)c1ccc2c(c1)OCO2 | nt | i | i |
